# Source: PubChem (National Center for Advancing Translational Sciences (NCATS))
# EPAC2 agonist = agonists of human EPAC2 (RAPGEF4); Q8WZA2; hit rate 0.079% among 360,000; Potency, µM (top dose mostly 154 µM), inactives show top-dose activation, actives largely listed as activators; EPAC2 activation, biochemical qHTS; response scale: 100% = 6.5 mM cAMP response; note: potency is the fitted concentration of half-maximal effect; nearly all actives have a fitted effect of over 50% in size
# Target sequence (Q8WZA2 whole entry, looked up): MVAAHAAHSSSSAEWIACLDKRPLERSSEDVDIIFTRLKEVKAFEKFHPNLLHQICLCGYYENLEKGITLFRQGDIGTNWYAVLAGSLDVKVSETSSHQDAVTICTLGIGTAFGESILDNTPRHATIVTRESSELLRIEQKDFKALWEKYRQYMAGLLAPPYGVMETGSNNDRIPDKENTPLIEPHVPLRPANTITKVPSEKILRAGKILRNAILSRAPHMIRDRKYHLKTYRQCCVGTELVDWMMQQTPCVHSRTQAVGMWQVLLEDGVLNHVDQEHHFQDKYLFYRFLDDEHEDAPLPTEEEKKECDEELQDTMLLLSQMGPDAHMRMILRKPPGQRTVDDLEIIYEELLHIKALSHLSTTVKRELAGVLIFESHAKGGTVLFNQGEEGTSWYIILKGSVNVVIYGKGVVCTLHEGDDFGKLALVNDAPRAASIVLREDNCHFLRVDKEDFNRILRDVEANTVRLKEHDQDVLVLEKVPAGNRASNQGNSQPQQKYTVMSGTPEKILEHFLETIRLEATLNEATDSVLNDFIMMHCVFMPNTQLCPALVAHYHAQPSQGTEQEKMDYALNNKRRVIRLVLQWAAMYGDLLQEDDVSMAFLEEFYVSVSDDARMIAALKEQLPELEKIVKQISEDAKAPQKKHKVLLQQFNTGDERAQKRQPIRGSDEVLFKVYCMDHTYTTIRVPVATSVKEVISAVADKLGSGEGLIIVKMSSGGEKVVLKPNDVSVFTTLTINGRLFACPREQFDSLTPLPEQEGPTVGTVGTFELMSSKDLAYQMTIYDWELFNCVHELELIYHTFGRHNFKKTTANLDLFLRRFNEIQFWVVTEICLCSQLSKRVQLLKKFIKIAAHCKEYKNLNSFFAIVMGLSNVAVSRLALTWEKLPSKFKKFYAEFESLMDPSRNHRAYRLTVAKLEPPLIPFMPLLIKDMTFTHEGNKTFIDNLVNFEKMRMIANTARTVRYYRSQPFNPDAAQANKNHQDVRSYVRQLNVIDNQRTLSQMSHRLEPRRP
#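 Nucleotide exchange monitored as fluorescence drop when BODIPY-GDP leaves Rap1B. Reaction: 100 nM EPAC2, 250 nM RAP1B-BODIPY-GDP, 50 uM GDP, room temperature, kinetic read over 30 min. Activity expressed relative to 6.5 mM cAMP.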
# DRD3 antagonist = antagonists of human D3 dopamine receptor. P35462. D3R cells, DiscoveRx beta-arrestin luminescence, antagonist mode; hits give low values. max response, negative = inhibition, %. hit rate 2.5% among 360,000; in the data active = max response below about -50%; inconclusive = no clear call, values can overlap the other calls; note: % is set by controls: 0 for no effect and ±100 for the full control effect; mostly tested at two doses, the higher about 12 µM
#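 Cells expressing the human receptor were seeded at 1500 cells/well, incubated overnight at 37 degrees C in 5% CO2, then exposed to library compounds with dopamine controls for 90 minutes at 37 degrees C before luminescent detection.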
# TDP43 rescue = rescues yeast growth from TDP-43 toxicity; Potency, µM (series often up to 46.1 µM), without a hit: at the highest dose growth rescue (activation), hits mostly activators; hit rate 1.8% among 410,000; TDP-43 expressing yeast growth rescue, BacTiter-Glo, 24 h; note: potency is the fitted concentration of half-maximal effect; % of control where 0% means no effect; nearly all actives have a fitted effect of over 50% in size
#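 Cell-based yeast growth screen: TDP-43 expression induced in galactose, inoculum OD600=0.02 after raffinose pregrowth to mid-log. Read-out BacTiter-Glo luminescence at 24 hr, 30 deg C; inhibition of toxicity seen as signal increase.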
# aSyn yeast inh = inhibitors of alpha-synuclein toxicity in yeast; Yeast expressing alpha-synuclein, growth rescue, BacTiter-Glo, 24 h; Potency, µM (top dose mostly 46.1 µM), for inactives: at the highest dose growth rescue (activation), usual class: activators; hit rate 0.14% among 370,000; AID 652106; note: potency is the fitted concentration of half-maximal effect; % of control where 0% means no effect; nearly all actives have a fitted effect of over 65% in size
#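 Galactose-induced alpha-syn yeast (OD600=0.02, raffinose-pregrown) + pinned cpd, 24 hr, 30 deg C; growth by BacTiter-Glo luminescence. Growth restoration scores as activation.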
# EPAC2 antagonist = EPAC2 (human) antagonism. Q8WZA2. EPAC2 GEF exchange of Rap1B-BODIPY-GDP, fluorescence. Potency, µM (series often up to 114 µM), for the others: at the highest dose activity, negative = inhibition, hits mostly inhibitors. hit rate 0.18% among 360,000. AID 720708; note: potency is the fitted concentration of half-maximal effect; % is set by controls: 0 for no effect and ±100 for the full control effect; nearly all actives have a fitted effect of over 45% in size; many of its hits are not listed in these tables
# FUS yeast rescue = FUS proteinopathy suppression in yeast. S. cerevisiae FUS-expressing, growth rescue, OD600, 24 h. Potency, µM (doses to about 76.6 µM), for the others: top-dose growth rescue (activation), actives largely listed as activators. hit rate 0.24% among 390,000. AID 1347120;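 note: potency is the fitted concentration of half-maximal effect; plate controls were DMSO vehicle for no effect and reference control for full effect; nearly all actives have a fitted effect of over 55% in size; some results filed as inactive show a strong effect at the top dose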
#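 Restored growth of FUS-toxic S. cerevisiae, read as 600 nm absorbance after 24 h at 30C in galactose medium (starting OD 0.005). Controls CP55940 and DMSO.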
# D3 ag = D3 dopamine receptor (human) agonism. P35462. D3R DiscoveRx beta-arrestin cells, luminescence, 90 min. max activation, %. hit rate 0.58% among 410,000. AID 652048; in the data active = max activation above about 30%; note: 0% is about no effect; mostly tested at two doses, the higher about 12 µM
#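 Agonist-mode cell screen: cells plated at 1500/well and incubated overnight at 37 °C, then exposed to library compounds for 90 min at 37 °C. Detection reagent was added for 30–60 min at room temperature, and luminescence was read.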
# Abeta yeast res = A-beta toxicity reversal in yeast | yeast expressing A-beta42, growth rescue, OD600, 48 h; response scale: 0% DMSO, 100% iron-clioquinol control | Potency, µM (top dose mostly 46.1 µM), for the others: top-dose growth rescue, actives largely listed as activators | hit rate 0.063% among 410,000; note: potency is the fitted concentration of half-maximal effect; nearly all actives have a fitted effect of over 55% in size
#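 Growth rescue measured by 600 nm absorbance after 48 h yeast culture at 30 C with compound. Values normalized between DMSO and an equimolar ferric chloride plus clioquinol control.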
# * = called active by the depositor; ? = inconclusive; · = no result given; [ ] = remark or other dose. Unless noted, calls come from the whole dose curve; as a rule, active = well fitted curve in the direction sought with a large enough effect; inconclusive = small, poorly fitted or top-dose-only effect, or another doubt; inactive = no such curve, though single readings can be large; an effect the other way counts as inactive or inconclusive. The list is partial. The share of hits here may be higher or lower than overall.
item	compound	EPAC2 agonist	DRD3 antagonist	TDP43 rescue	aSyn yeast inh
1	C/C(=N\N=C(N)N)c1cc(Cl)ccc1Cl	8%	-7	13%	-10%
2	Cc1ccc2[nH]c3c(c2c1)CN(C(=O)CN1CCN(c2ccccn2)CC1)CC3	6%	32	8%	3%
3	COC(=O)c1cccnc1-n1c(=O)c2cccnc2n(Cc2cccc(C(F)(F)F)c2)c1=O	8%	24	12%	-2%
4	CCN(C(=S)Nc1cccc2ccccc12)c1ccccc1	7%	-16	21%	3%
5	c1ccc(Cn2nnc3c(N4CCc5ccccc5C4)ncnc32)cc1	4%	-22	18%	-10%
6	CCOC(=O)c1c(NC(=O)c2nc(SCC)ncc2Cl)sc2c1CCCC2	·	·	14%	·
7	CCOC(=O)[C@@H](NC(=O)/C=C/[C@H]1O[C@@H](n2ccc(=O)[nH]c2=O)[C@H](O)[C@@H]1O)C(C)C	9%	34	15%	3%
8	COc1ccccc1/C=C(/C(=O)OCC(=O)Nc1ccc(N(C)C)cc1)c1ccccc1	16%	-19	19%	-11%
9	CC(C)C(C(=O)NCC1CCCO1)N(Cc1cccs1)C(=O)CNS(=O)(=O)c1ccccc1 (stereo unspecified)	6%	-7	-15%	1%
10	Cc1ccccc1Nc1c(-c2ccc(N3CCOCC3)cc2)nc2ccc(Cl)cn12	·	·	28%	·
11	Cc1cc(C)n2nc(C(=O)Nc3ccc(N4CCOCC4)cc3)nc2n1	-6%	14	4%	0%
12	CCOC(=O)c1c(C)[nH]c(C(=O)N/N=C/c2cccc(OC)c2)c1C	-9%	10	14%	-2%
13	COc1ccc(OCC2CCCN(Cc3nc(CC4CC4)no3)C2)cc1 (stereo unspecified)	3%	18	-9%[0.397 µM]	2%
14	O=C(/C(=C/O)N=Nc1ccccc1)c1cccs1	1%	14	?	4%
15	CCCCCCn1nc(C(=O)N(CCCC)c2c(N)n(CCC)c(=O)[nH]c2=O)c2ccccc2c1=O	-9%	6	0%	-2%

item	EPAC2 antagonist	FUS yeast rescue	D3 ag	Abeta yeast res
1	6%	-34%	-3	1%
2	-5%	24%	11	6%
3	-22%	8%	8	17%
4	6%	26%	-15	10%
5	3%	·	-3	-7%
6	·	3%	1	-8%
7	-3%	3%	7	1%
8	50µM*	·	-4	-22%
9	3%	8%	1	15%
10	·	?	-21	7%
11	7%	17%	1	3%
12	3%	·	-3	16%
13	-9%	12%	-3	0%
14	-1%	-7%	13	-62%[inhibitor]
15	-4%	9%	-6	-12%

# Continuation.
item	compound	EPAC2 agonist	DRD3 antagonist	TDP43 rescue	aSyn yeast inh
16	O=C(Nc1ccc(N2CCOCC2)cc1)C1CC(=O)N(c2ccc(Cl)cc2)C1 (stereo unspecified)	?	-21	2%	-3%
17	O=C(N/N=C/c1ccccc1OCc1ccccc1)c1cccnc1	14%	-21	-37%[inhibitor]	-2%
18	Cc1ccc(OCc2ccc(C(=O)NN)o2)c([N+](=O)[O-])c1	8%	0	19%	-2%
19	Cc1ccc(NC(=O)c2cc(N3C(=O)C4CC=CCC4C3=O)ccc2N2CCOCC2)cc1Cl (stereo unspecified)	9%	4	18%	3%
20	CCOc1ccc2c(c1)c1nnc(SCC(=O)NC3CC3)nc1n2C	-14%	3	-18%	-3%
21	CN(CCCNC(=O)c1cn(C)c2ccc(S(=O)(=O)N(C)C)cc2c1=O)c1ccccc1	11%	-20	-4%	6%
22	CN(C)S(=O)(=O)c1cccc(NC(=O)CNCc2ccccn2)c1	-5%	-3	-12%	1%
23	Cc1cc2nc(CCN(C(=S)NCC(C)C)C3CCCC3)[nH]c2cc1C	18%	-11	-5%	0%
24	c1csc(CNc2ncnc3ccc(-c4ccc5c(c4)OCCO5)cc23)c1	8%	·	·	·
25	CCc1cc(C(=O)c2ccc(Br)cc2)c(NC(=O)CN(CC)CC)s1	19%	-62*	-8%	-13%
26	COc1ccccc1N(CC(=O)Nc1cc(C)on1)S(=O)(=O)c1cccc(C(F)(F)F)c1	0%	-6	?	7%
27	COc1ccccc1NS(=O)(=O)c1cc(NC(=O)C(C)C)ccc1N1CCCCC1	-4%	-14	9%[9.22 µM]	-18%
28	N#C/C(=C/c1ccccc1OCc1ccc(F)cc1)c1ccc(C(=O)O)cc1	3%	-21	14%	4%
29	O=C(CCN1CCN(c2ccccc2)CC1)NNC(=S)Nc1ccccc1Cl	-9%	?	-16%	0%
30	Oc1nc(Nc2ccccc2)sc1/C=C1\C=Nc2ccccc21	-1%	?	3%	1%

item	EPAC2 antagonist	FUS yeast rescue	D3 ag	Abeta yeast res
16	-1%	13%	6	15%
17	0%	-30%	-2	-4%
18	-8%	15%	-4	-2%
19	-10%	7%	-7	11%
20	1%	-28%	-8	-3%
21	-11%	-13%	-4	-8%
22	0%	7%	12	2%
23	-5%	19%	-14	17%
24	5%	27%	·	-51%[inhibitor]
25	6%	-5%	2	-14%
26	-16%	?	-8	12%
27	-4%	9%	-10	0%
28	-27%	11%	-5	9%
29	-8%	3%	-7	-12%
30	-3%	16%	-17	-8%

# (listing goes on)
item	compound	EPAC2 agonist	DRD3 antagonist	TDP43 rescue	aSyn yeast inh
31	CCOC(=O)N1CCC(N2C(=O)c3ccccc3C2Nc2ccccc2C)CC1 (stereo unspecified)	-2%	7	10%	3%
32	CCOC(=O)c1cc(C)sc1NC(=O)CSc1nccn1C	-10%	-9	10%	-12%
33	CCOc1ccc(CCN2C(=S)N([C@@H](CC(C)C)CN3CCC[C@@H]3CN3C(=S)NC[C@@H]3Cc3ccccc3)C[C@@H]2Cc2ccc(O)cc2)cc1	-2%	-2	1%	-40%[inhibitor]
34	Cc1ccc(NC(=O)C2CCCN(C(=O)c3cnn(-c4ccccc4)c3-n3cccc3)C2)cc1 (stereo unspecified)	·	·	17%	·
35	O=C(Nc1ccc(F)c([N+](=O)[O-])c1)C1CC(=O)N(Cc2ccccc2)C1 (stereo unspecified)	-1%	16	-13%[0.397 µM]	-4%
36	O=C(Nc1cccc(Cl)c1N1CCOCC1)c1ccc2c(c1)OCCO2	5%	-4	?	-7%
37	CCOc1ccc2nc(N3CCN(C(=O)c4ccc(S(=O)(=O)CC)cc4)CC3)sc2c1	·	·	15%	·
38	COc1ccc(/C=N/NC(=O)c2ccccc2O)cc1CSc1ccccn1	1%	4	-15%	5%
39	O=C(c1ccc(-c2ccc([N+](=O)[O-])cc2)o1)N1CCCCC1	7%	-22	13µM*	0%
40	CC(=O)c1cccc(OCC(O)CNCCOc2ccc(C)cc2)c1 (stereo unspecified)	7%	-14	1%	-5%
41	O=C(CSc1nc(C2CC2)nc2sc3c(c12)CCCC3)NCc1ccco1	0%	-112*	-16%	0%
42	CC[C@H](C)[C@H](NC(=O)CNC(=O)COc1cc2c(c3oc(=O)cc(C)c13)CCC(C)(C)O2)C(=O)O	6%	17	20%	-1%
43	Cc1ccc(C(=O)Oc2oc(-c3ccco3)nc2C=Nc2ccc(Cl)cc2)cc1	0%	0	6.3µM*	2%
44	CC1(C)CC(NS(=O)(=O)c2ccc(C(C)(C)C)cc2)CC(C)(C)N1	0%	0	·	1%
45	COc1ccc(N(C)C(=S)Nc2ccc3nc(C)c(C)nc3c2)cc1	4%	-18	0%	0%

item	EPAC2 antagonist	FUS yeast rescue	D3 ag	Abeta yeast res
31	-1%	16%	-4	5%
32	?	11%	-6	16%
33	5%	28µM*	-4	-11%
34	·	21%	8	-10%
35	9%	29%	-11	2%
36	0%	18%	0	-18%
37	·	7%	-4	-16%
38	5%	·	1	17%
39	4%	11%	-12	-9%
40	1%	8%	5	-13%
41	-1%	-20%	-4	4%
42	2%	0%	2	4%
43	-4%	·	-2	0%
44	-2%	18%	5	15%
45	0%	·	-2	-67%[inhibitor]

# Taken from above:
# no. 41 | D3 ag = -4
# no. 35 | DRD3 antagonist = 16
# no. 33 | Abeta yeast res = -11%
# no. 45 | aSyn yeast inh = 0%
# no. 36 | aSyn yeast inh = -7%
# no. 40 | EPAC2 antagonist = 1%

# Remaining list, next part
item	compound	EPAC2 agonist	DRD3 antagonist	TDP43 rescue	aSyn yeast inh
46	CC(NC(=O)COc1ccc(/C=N/NC(=O)C(=O)Nc2ccccc2Br)cc1)c1ccccc1 (stereo unspecified)	9%	19	6%	0%
47	O=C(COC(=O)c1ccccc1NC(=O)c1ccco1)NCC1CCCCC1	-4%	7	23%	0%
48	CCn1nc(C)c(Br)c1-c1nc(-c2cccc(C)c2)no1	16%	51	12%	-3%
49	NS(=O)(=O)c1ccc(NC(=S)Nc2cc(Cl)c(Cl)cc2Cl)cc1	6%	8	-1%	-10%
50	CCC(=O)Nc1cc(C(=O)OCC(=O)c2ccccc2)ccc1C	4%	16	-5%	-2%
51	COc1cc(OC)c(NC(=O)CNC(=O)Cn2ccc3ccccc3c2=O)cc1Cl	3%	2	5%	1%
52	CC(C)C(=O)Nc1nnc(SCC(=O)Nc2ccc3c(c2)OCO3)s1	7%	9	13%	0%
53	c1ccc2sc(NCC3CCCO3)nc2c1 (stereo unspecified)	8%	0	3%[0.397 µM]	-3%

item	EPAC2 antagonist	FUS yeast rescue	D3 ag	Abeta yeast res
46	20%	5%	4	1%
47	-2%	3%	2	2%
48	-7%	-2%	-3	2%
49	8%	·	-3	5%
50	-3%	·	-3	2%
51	-1%	9%	-1	-2%
52	-1%	·	6	10%
53	12%	8%	4	1%

# Compound profiles, from the list above. Order of values: EPAC2 agonist, DRD3 antagonist, TDP43 rescue, aSyn yeast inh, EPAC2 antagonist, FUS yeast rescue, D3 ag, Abeta yeast res
# Shown for `c1ccc2sc(NCC3CCCO3)nc2c1` (stereo unspecified) → 8%, 0, 3%[0.397 µM], -3%, 12%, 8%, 4, 1%
# Shown for `CC(C)C(=O)Nc1nnc(SCC(=O)Nc2ccc3c(c2)OCO3)s1` → 7%, 9, 13%, 0%, -1%, ·, 6, 10%
# Shown for `CC(NC(=O)COc1ccc(/C=N/NC(=O)C(=O)Nc2ccccc2Br)cc1)c1ccccc1` (stereo unspecified) → 9%, 19, 6%, 0%, 20%, 5%, 4, 1%
# Shown for `O=C(COC(=O)c1ccccc1NC(=O)c1ccco1)NCC1CCCCC1` → -4%, 7, 23%, 0%, -2%, 3%, 2, 2%
